Tau FP inhib – blocks human tau fibril formation measured by polarization; P10636; K18 P301L tau heparin fibrillization, Alexa594 FP, 6 h; Potency, µM (doses to about 57.7 µM), without a hit: at the highest dose activity, negative = inhibition, most hits filed as inhibitors; 280,000 tested, 0.39% active; also: potency is read from the fitted curve at half-maximal effect; % is scaled to controls: 0 for no effect and ±100 for the full control effect; nearly all actives have a fitted effect of over 55% in size
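Compound effects on tau fibrillization are measured by Alexa 594 fluorescence polarization (ex 555, em 632 nm). K18 P301L tau is used at 15 uM with 0.24 uM labeled tracer, and 20 uM heparin induces aggregation over 6 hr at 37 C.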
Epigenetic derep – derepresses silenced GFP reporter in murine cells; murine LDR cells, GFP reporter derepression, 30 h; Potency, µM (series often up to 53.9 µM), without a hit: at the top dose GFP activation, most hits filed as activators; 280,000 tested, 0.2% active; AID 1865; also: potency is read from the fitted curve at half-maximal effect; % of control where 0% means no effect; nearly all actives have a fitted effect of over 60% in size
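Derepression of a silenced CMV-GFP reporter in murine LDR cells is scored by enumerating GFP-positive cells with a laser-scanning microplate cytometer after 30 hours of treatment at 37 C.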
CBFb-RUNX1 inh – inhibitors of human CBF-beta and RUNX1 interaction; Q01196+Q13951; AlphaScreen CBFb-His/RUNX1-biotin binding, biochemical; Potency, µM (highest dose often 59.8 µM), without a hit: at the highest dose activity, negative = inhibition, usual class: inhibitors; 230,000 tested, under 10 active; also: % of control where 0% means no effect
Target sequence (Q01196 whole entry, looked up): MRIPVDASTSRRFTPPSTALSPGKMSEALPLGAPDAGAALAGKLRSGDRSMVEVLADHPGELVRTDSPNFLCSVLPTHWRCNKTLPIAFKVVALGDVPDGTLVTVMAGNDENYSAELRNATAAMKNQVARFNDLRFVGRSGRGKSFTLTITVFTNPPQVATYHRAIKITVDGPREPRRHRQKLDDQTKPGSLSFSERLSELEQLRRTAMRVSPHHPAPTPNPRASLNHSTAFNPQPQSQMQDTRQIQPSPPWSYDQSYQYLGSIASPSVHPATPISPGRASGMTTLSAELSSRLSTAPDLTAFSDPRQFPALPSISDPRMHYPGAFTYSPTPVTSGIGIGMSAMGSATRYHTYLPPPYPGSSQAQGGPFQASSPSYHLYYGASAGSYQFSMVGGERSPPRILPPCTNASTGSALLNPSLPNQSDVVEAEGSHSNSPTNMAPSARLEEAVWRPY
Target sequence (Q13951 whole entry, looked up): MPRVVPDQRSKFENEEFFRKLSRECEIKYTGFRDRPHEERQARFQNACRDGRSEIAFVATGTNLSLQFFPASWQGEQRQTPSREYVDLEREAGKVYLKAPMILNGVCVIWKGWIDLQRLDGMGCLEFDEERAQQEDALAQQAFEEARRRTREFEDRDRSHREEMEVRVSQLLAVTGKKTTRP
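Inhibition was taken as any reduction in AlphaScreen signal from the CBF-beta–RUNX1 pair (His and biotin tags, 30 nM each), measured after compound (15 min) and bead (90 min) incubations at room temperature.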
NPSR antag – blocks cAMP signaling of the human neuropeptide S receptor. Q6W5P4. CHO-NPSR cells, cAMP TR-FRET, antagonist mode. Potency, µM (top dose mostly 38.3 µM), for the others: at the highest dose activity change, negative = inhibition, most hits filed as inhibitors. 220,000 tested, 1% active. AID 1461; also: potency is read from the fitted curve at half-maximal effect; % is scaled to controls: 0 for no effect and ±100 for the full control effect; nearly all actives have a fitted effect of over 50% in size; many of its hits are not listed in these tables
TR SRC2 fluor cs – Texas Red fluorescence interference in TRb-SRC2 counter-screen. Potency, µM (top dose mostly 106 µM), without a hit: at the top dose fluorescence change, negative = quenching. 280,000 tested, 0.29% active. TRb/SRC2 Texas Red total fluorescence interference. AID 1479; active = well fitted curve in either direction with a large enough effect; inconclusive = small, poorly fitted or top-dose-only effect; also: potency is read from the fitted curve at half-maximal effect; % is scaled to controls: 0 for no effect and ±100 for the full control effect
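Human TRβ ligand-binding domain (0.6 uM) and Texas Red SRC2 peptide (20 nM) in Tris buffer with 1 uM T3 and 5% DMSO were incubated with pinned compound for 5 hr at ambient temperature. Total fluorescence was computed as S + 2P (555/632 nm).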
Tau fluor cs – counter-screen for tau fibril formation inhibitors; tau K18 P301L Alexa594 fluorescence, heparin fibrillization; Potency, µM (series often up to 57.7 µM), for the others: top-dose activity change, negative = decrease; 280,000 tested, 0.93% active; also: potency is read from the fitted curve at half-maximal effect; % is scaled to controls: 0 for no effect and ±100 for the full control effect; nearly all actives have a fitted effect of over 55% in size
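Human tau K18 P301L (15 uM unlabeled, 0.24 uM Alexa 594-labeled) in 100 mM sodium acetate pH 7 with 20 uM heparin, 6 hr at 37 C. ThT 30 uM added, 1 hr ambient; Alexa 594 FP and total fluorescence read at 555/632 nm.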
aGal spleen mod – alpha-galactosidase A (human) modulation; human spleen homogenate, 4MU-alpha-Gal fluorescence, 40 min; Potency, µM (titrated, usually from 80 µM), inactives show at the top dose activity change, negative = inhibition, actives largely listed as inhibitors; 240,000 tested, 0.008% active; AID 2107;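 also: potency is read from the fitted curve at half-maximal effect; 0% = enzyme with vehicle and -100% = no enzyme basal signal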
Target sequence (P06280 32-429 limits assumed): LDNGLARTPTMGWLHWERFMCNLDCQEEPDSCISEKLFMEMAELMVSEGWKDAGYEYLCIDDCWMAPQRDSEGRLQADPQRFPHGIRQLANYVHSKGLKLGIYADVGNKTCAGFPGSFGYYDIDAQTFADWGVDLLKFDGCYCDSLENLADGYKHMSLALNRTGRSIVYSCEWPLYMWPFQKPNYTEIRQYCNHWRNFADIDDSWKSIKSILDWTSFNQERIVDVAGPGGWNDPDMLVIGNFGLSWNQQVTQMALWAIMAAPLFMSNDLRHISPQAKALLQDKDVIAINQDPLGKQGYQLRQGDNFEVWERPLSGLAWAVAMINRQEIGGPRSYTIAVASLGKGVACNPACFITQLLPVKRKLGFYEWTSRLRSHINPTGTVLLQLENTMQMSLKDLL
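qHTS titration in buffer at pH 5.0. Alpha-galactosidase activity in spleen homogenate was measured via 4-methylumbelliferone release from 1 mM fluorogenic substrate after 40 min at 37C and a pH 10 stop. AC50 came from Hill fits of control-normalized data.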
TRb SRC2 PPI – inhibitors of human thyroid hormone receptor beta-SRC2 interaction. TRbeta-SRC2 peptide binding, fluorescence polarization; receptor liganded with 1 µM T3. Potency, µM (titrated, usually from 106 µM), inactives show top-dose activity change, negative = inhibition, hits mostly inhibitors. 280,000 tested, 0.065% active. AID 1469;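 also: potency is read from the fitted curve at half-maximal effect; plate controls were bound peptide for no effect and peptide without receptor for full effect; nearly all actives have a fitted effect of over 50% in size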
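TRb LBD 0.6 uM + Texas Red SRC2 peptide 20 nM, 1 uM T3, Tris buffer w/ 5% DMSO; compound pinned, 5 h RT; FP read ex 555/em 632; normalized to unbound and bound controls.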
An asterisk follows results filed as active; u = inconclusive; x = no result given; [ ] = remark or other dose. Unless noted, calls follow the shape of the dose curve; as a rule, active = well fitted curve in the direction sought with a large enough effect; inconclusive = small, poorly fitted or top-dose-only effect, or another doubt; inactive = no such curve, though single readings can be large; an effect the other way counts as inactive or inconclusive. The list is partial; count on the stated rates, not on these rows.

Below each SMILES: Tau FP inhib	Epigenetic derep	CBFb-RUNX1 inh	NPSR antag	TR SRC2 fluor cs	Tau fluor cs	aGal spleen mod	TRb SRC2 PPI
CCCOc1ccc(/C(O)=C2/C(=O)C(=O)N(CCOC)C2c2cccnc2)cc1 (stereo not given)
 : 2%	-2.5%	8%	u	-2%	-2%	-14%	-14%
CC(C)OCCCN(CC(O)c1ccccc1)CC(O)c1ccccc1 (stereo not given)
 : -2%	-1.9%	-4%	9%	-4%	-3%	3%	1%
Cc1ccc(CC(CC(=O)NCCc2ccc3c(c2)OCO3)C(=O)O)cc1 (stereo not given)
 : 7%	0.7%	-3%	0%[46.1 µM]	-4%	12%	13%	-5%
O=C(Nc1nc2ccc([N+](=O)[O-])cc2s1)c1ccco1
 : 6%	1.1%	u	-18%	0%	-1%	-3%	1%
CCOc1ccc(NS(=O)(=O)c2ccc3[nH]cc(C(=O)NCCc4ccccc4)c(=O)c3c2)cc1
 : u	0.8%	x	x	3%	-9%	x	-1%
CC(C)CCC(O)(CCC(C)C)C(=O)NNc1ccccc1
 : 4%	-6.3%	15%	-8%	-2%	-2%	5%	-5%
Cc1ccccc1-c1ccc(/C=C2/SC(N3CCOCC3)=NC2=O)o1
 : 5%	1.1%	6%	-34%	-7%	-10%	0%	3%
COCCN1C(=O)CC(NNC(=O)c2ccc(S(=O)(=O)N3CCCC3)cc2)C1=O (stereo not given)
 : 0%	-0.6%	2%	12%	-6%	-6%	-1%	7%
CCN1CCN(C(=O)Nc2ccc(Cc3ccc(NC(=O)N4CCN(CC)CC4)cc3)cc2)CC1
 : 8%	1.6%	2%	-11%[46.1 µM]	1%	-16%	5%	-14%
COc1ccc(/C=N/NC(=O)c2ccc(N(C)S(=O)(=O)c3ccccc3)cc2)cc1
 : u	-1.8%	1%	2%	0%	u	-1%	4%
CCOc1ccc(CC(=O)NCc2ccc3c(c2)cc(C)n3C)cc1
 : 1%	-1.7%	-14%	11%	0%	-8%	5%	8%
CC(=O)NC(Cc1ccccc1)C(=O)OCC(=O)c1ccccc1 (stereo not given)
 : -11%	-3.9%	2%	-6%	1%	-21%	5%	-4%
Fc1ccc2[nH]c3c(N4CCN(C5CCCCC5)CC4)ncnc3c2c1
 : -6%	-9.8%	4%	u	1%	-20%	u	10%
O=c1c2sccc2n(Cc2cccc(F)c2)c(=O)n1-c1ccc(F)cc1
 : -1%	0.0%	6%	-6%[46.1 µM]	4%	-7%	4%	7%
CC(=O)Nc1ccc(OS(=O)(=O)O)cc1
 : x	x	17%	x	1%	x	-9%	-5%

Other entries
Below each SMILES: Tau FP inhib	Epigenetic derep	CBFb-RUNX1 inh	NPSR antag	TR SRC2 fluor cs	Tau fluor cs	aGal spleen mod	TRb SRC2 PPI
Cc1ccc(Cl)cc1N1CCN(C(=O)c2cn(C)c3ccc(S(=O)(=O)N4CCCCC4)cc3c2=O)CC1
 : -4%	0.7%	x	x	1%	0%	x	-11%
Cc1ccc(-c2ccc([C@H]3[C@H]4C=CC[C@@H](C)[C@@H]4C(=O)N3Cc3ccccc3)c(F)c2)cc1
 : 13%	-0.8%	7%	-41%	-2%	-15%	-7%	-3%
CC(=O)Nc1cccc(-n2nnc(SCC(=O)Nc3ccccc3)n2)c1
 : -1%	-0.3%	4%	-9%	-5%	-12%	1%	-8%
COc1ccccc1/C=C/C=N/n1c(-c2ccc(Cl)cc2)n[nH]c1=S
 : -3%	0.9%	-7%	22%	-6%	-29%	-12%	-2%
Cc1ccc2nc(SCc3nnc(-c4ccccc4[N+](=O)[O-])o3)c(C#N)cc2c1
 : 4%	-2.9%	-2%	-21%[46.1 µM]	-1%	-1%	-14%	7%
Cc1cc2cc(CCNC(=O)c3cccc([N+](=O)[O-])c3)c(=O)[nH]c2cc1C
 : 6%	1.5%	7%	18%	0%	-11%	-1%	-3%
O=C1NN(c2cccc(Br)c2)C(=O)/C1=C/c1ccc(-c2cc([N+](=O)[O-])ccc2O)o1
 : u	0.0%	-9%	-9%	-6%	4.5µM*[quencher]	2%	-1%
CCn1c(N2CCN(C(=S)Nc3ccc(OC)cc3)CC2)nc2ccccc21
 : -9%	0.0%	-2%	18%	3%	-28%	-2%	-4%
CC(C)Oc1ccc(/C(O)=C2/C(=O)C(=O)N(CCN3CCOCC3)C2c2ccccc2)cc1 (stereo not given)
 : 2%	0.9%	13%	16%[46.1 µM]	-1%	14%	0%	3%
CC(=O)Nc1ccc(S(=O)(=O)Nc2nc3n(n2)C(c2ccccc2)CC(=O)N3)cc1 (stereo not given)
 : 1%	0.0%	3%	7%[46.1 µM]	-5%	3%	4%	-1%
CC1CCN(c2ccc([N+](=O)[O-])c(SCCO)c2)CC1
 : 0%	1.1%	u	-2%	-12%	-27%	19%	-3%
O=C(Nc1ccc(F)cc1)C1CCCO1 (stereo not given)
 : -3%	3.3%	0%	6%	-5%	-3%	-4%	4%
Cc1ccc(S(=O)(=O)NC(=O)COc2ccccc2C(N)=O)cc1
 : -1%	2.1%	7%	-11%[46.1 µM]	-1%	-1%	-7%	-4%
CCOC(=O)CSc1ncccn1
 : -7%	1.3%	12%	-12%	-1%	-3%	-1%	-4%
CC(=O)c1ccc(N2CCN(C(=O)c3cc4ccc5cccnc5c4[nH]3)CC2)cc1
 : -4%	-1.3%	x	x	-12%	-8%	x	4%

Carrying on.
Below each SMILES: Tau FP inhib	Epigenetic derep	CBFb-RUNX1 inh	NPSR antag	TR SRC2 fluor cs	Tau fluor cs	aGal spleen mod	TRb SRC2 PPI
O=C(COC(=O)C1CCN(S(=O)(=O)c2ccccc2C(F)(F)F)CC1)NCc1ccc(F)cc1
 : -6%	-1.8%	-1%	13%	1%	6%	-5%	9%
CCCc1c(C)c2cc(C)ccc2[nH]c1=O
 : -6%	1.9%	7%	14%[7.67 µM]	3%	-7%	4%	6%
Cc1cccc(-c2nc(SCc3cc(=O)c4cccc(F)c4[nH]3)n[nH]2)c1
 : -11%	-2.7%	x	x	-2%	-12%	x	4%
Clc1ccc2nc(-c3cccs3)c(Nc3ccc4c(c3)OCCO4)n2c1
 : 10%	2.5%	x	x	0%	u	x	7%
CCCn1c(-c2ccc(F)cc2)nc2c(NC3CCN(Cc4ccccc4)C3)nc(C)nc21 (stereo not given)
 : 4%	1.6%	1%	x	2%	-8%	-1%	7%
CC(=O)NC1=C(C#N)C(c2ccccc2)c2c(ccc3ccccc23)O1 (stereo not given)
 : -2%	2.1%	-3%	-5%[46.1 µM]	-3%	-26%	3%	0%
CCCCNc1cc(=O)n(C)c(=O)n1C
 : -1%	-1.1%	-2%	-5%[46.1 µM]	-1%	4%	10%	-7%
Cc1nn(-c2ccccc2)c2nc(C3CC3)cc(C(=O)Nc3ccccc3F)c12
 : u	-0.2%	x	x	0%	-23%	x	6%
Cc1ccc(C(=O)NC(=S)NCC2CCCO2)cc1 (stereo not given)
 : 5%	0.8%	-1%	-8%[46.1 µM]	0%	-7%	-2%	2%
CCOC(=O)c1c(C)n(CC(O)CN(C)C)c2cc(Br)c(OC)cc12 (stereo not given)
 : 9%	0.4%	3%	-1%	-2%	0%	-1%	2%
COc1ccc(-c2cnnc(N/N=C/c3ccc(O)c(O)c3)n2)cc1
 : u	-1.1%	x	-17%	-7%	u	-5%	13%
CC(=O)Nc1ccc(NC(=O)CCS(=O)(=O)c2ccc3c(c2)CC(=O)N3C)cc1
 : -3%	-2.4%	x	x	-1%	-10%	x	-8%
O=C(O)CCCn1cc(NC(=O)COc2ccccc2[N+](=O)[O-])cn1
 : -3%	0.0%	-1%	27%	-5%	-5%	3%	-7%
COC(=O)c1cn(-c2ccccc2)c(C)c1C(=O)OC
 : -1%	-1.0%	5%	-12%[46.1 µM]	3%	2%	-4%	4%
CCc1cccc(NS(=O)(=O)c2c(C)nc3sc(CC)nn3c2=O)c1
 : -3%	1.0%	x	x	0%	-8%	x	-8%

Next section
Below each SMILES: Tau FP inhib	Epigenetic derep	CBFb-RUNX1 inh	NPSR antag	TR SRC2 fluor cs	Tau fluor cs	aGal spleen mod	TRb SRC2 PPI
Cc1cc([N+](=O)[O-])nn1CCC(=O)Nc1nccs1
 : -7%	0.0%	2%	2%	1%	-10%	3%	8%
CCC(=O)Nc1cc(OC)cc(OC)c1
 : 5%	-0.4%	5%	2%	3%	3%	1%	2%
O=C(Nc1ccc(F)cc1)Nc1ccc2snnc2c1
 : u	-3.0%	x	x	-4%	u	x	3%
COc1ccc(N=C2SC(C(N)=O)CC(=O)N2CCc2ccc(OC)c(OC)c2)cc1 (stereo not given)
 : -6%	-1.1%	-2%	-3%[46.1 µM]	-2%	-8%	6%	7%
COc1ccc(S(=O)(=O)c2c(N)n(Cc3ccco3)c3nc4ccccc4nc23)cc1
 : 0%	-0.7%	-7%	-24%[46.1 µM]	-4%	u	u	0%
CCOc1ccc(OCC)c(NC(=O)C(NS(=O)(=O)c2cccs2)c2ccccc2)c1 (stereo not given)
 : -3%	1.8%	x	x	4%	-20%	x	1%
CC(C)Oc1cccc(C(=O)NC2=NCCS2)c1
 : 3%	-1.1%	-9%	19%	0%	-12%	0%	-7%
Cc1nc(N2CCN(Cc3ccccc3)CC2)[nH]c(=O)c1C
 : 4%	u	14%	-4%[46.1 µM]	-1%	9%	5%	-9%
CCN(C(=O)CSc1nc2ccccc2n1CC(=O)N(C)C1CCCCC1)c1ccccc1
 : 3%	1.3%	x	x	-3%	3%	x	0%
COc1cccc(OC)c1C(=O)N1CC(C)OC(C)C1 (stereo not given)
 : -1%	0.1%	6%	7%[46.1 µM]	-5%	7%	1%	1%
COc1ccc(-c2[nH]ncc2CN(C)C(C)c2cccs2)c(F)c1 (stereo not given)
 : 5%	4.5%	-1%	12%	-3%	-1%	0%	-1%

Another view of some results above.
structure | Tau FP inhib | Epigenetic derep | CBFb-RUNX1 inh | NPSR antag | TR SRC2 fluor cs | Tau fluor cs | aGal spleen mod | TRb SRC2 PPI
Cc1cc([N+](=O)[O-])nn1CCC(=O)Nc1nccs1 | -7% | 0.0% | 2% | 2% | 1% | -10% | 3% | 8%
CCC(=O)Nc1cc(OC)cc(OC)c1 | 5% | -0.4% | 5% | 2% | 3% | 3% | 1% | 2%
O=C(Nc1ccc(F)cc1)Nc1ccc2snnc2c1 | u | -3.0% | x | x | -4% | u | x | 3%

Screening results from PubChem.
